# MC4R barr agon = human MC4R agonism via beta-arrestin. P32245. U2OS MC4R beta-arrestin complementation, luminescence; percent of melanotan II response, DMSO zero. activation, % at 8.9 µM. 0.98% of 360,000 active;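 active = activation above a per-plate cutoff, the mean activation of sample wells on that plate plus 3 SD, cut at about 8% in these data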
# MC4R antag cAMP = blocks human MC4R cAMP signaling; P32245; MC4R-expressing cells, MTII-stimulated cAMP, LANCE TR-FRET; inhibition, % at 6.5 µM; 0.48% of 360,000 active; AID 540295;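 active = inhibition above its plate's cutoff, the mean of tested wells on that plate plus 3 SD, cut at about 29% in these data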;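 also: 0% = Melanotan II alone and 100% = Melanotan II plus saturating MCL0020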
#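 system = U2OS cells with stable human MC4R expression | also added = Melanotan II challenge after compound preincubation | dosing = one concentration, 6.5 µM nominal | incubation = compound 30 min, challenge 1 h, detection 1 h | measured by = TR-FRET with Eu-cAMP and labeled anti-cAMP, 671 nm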
# H9c2 protect = myocardial damage modulation in H9c2 cells | protection from H2O2 cell death, % at 20 µM | 0.63% of 360,000 active | H9c2 cardiomyocytes, H2O2 injury protection, ATPLite, 2 h;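 active = compounds giving at least 50% protection of heart cells from peroxide-induced death in the single-dose screen, raw or plate-pattern-corrected value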;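 also: 0% = DMSO wells with peroxide and 100% = DMSO wells without peroxide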
# ABHD5 PLIN5 PPI = blocks binding of human ABHD5 to perilipin-5; Q00G26+Q8WTS1; inhibition, % at 4 µM; 0.78% of 360,000 active; Split G. princeps luciferase complementation, luminescence, 4 h;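 active = inhibition above the mean inhibition across every tested compound plus 3 SD, cut at about 22% in these data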;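 also: 0% = DMSO only wells and the 100% control is not disclosed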
# Target sequence (Q00G26 whole entry, looked up): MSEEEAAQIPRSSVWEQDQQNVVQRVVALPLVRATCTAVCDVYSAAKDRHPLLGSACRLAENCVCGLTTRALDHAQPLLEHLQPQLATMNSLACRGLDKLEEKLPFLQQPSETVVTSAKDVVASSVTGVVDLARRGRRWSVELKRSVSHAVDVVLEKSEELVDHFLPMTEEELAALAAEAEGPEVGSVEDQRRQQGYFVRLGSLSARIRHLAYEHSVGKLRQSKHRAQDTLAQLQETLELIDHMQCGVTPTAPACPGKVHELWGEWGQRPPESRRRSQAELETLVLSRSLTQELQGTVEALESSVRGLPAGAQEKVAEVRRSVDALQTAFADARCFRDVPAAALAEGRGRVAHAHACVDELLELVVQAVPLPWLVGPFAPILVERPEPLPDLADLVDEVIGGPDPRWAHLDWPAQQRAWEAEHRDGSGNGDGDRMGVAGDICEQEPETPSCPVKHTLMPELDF
# Target sequence (Q8WTS1 whole entry, looked up): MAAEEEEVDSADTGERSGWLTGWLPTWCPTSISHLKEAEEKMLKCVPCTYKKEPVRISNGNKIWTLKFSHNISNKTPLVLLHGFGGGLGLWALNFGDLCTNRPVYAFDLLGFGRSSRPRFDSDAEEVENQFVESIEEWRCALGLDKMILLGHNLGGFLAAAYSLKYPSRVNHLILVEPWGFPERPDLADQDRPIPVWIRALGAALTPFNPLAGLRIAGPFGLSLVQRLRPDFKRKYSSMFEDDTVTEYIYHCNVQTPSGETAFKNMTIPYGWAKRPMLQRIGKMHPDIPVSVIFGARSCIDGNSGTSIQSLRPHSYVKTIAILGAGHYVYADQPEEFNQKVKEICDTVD
# PDI inh = inhibitors of human protein disulfide isomerase; PDI insulin aggregation turbidity, A650, 90 min; inhibition, % at 10 µM; AID 588391; 0.052% of 350,000 active;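 active = mean inhibition across replicates of 30% or more, whatever share of single replicates reach that level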;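 also: absorbance from insulin aggregation driven by PDI reduction with DTT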
# m5-HT2A agonist = agonists of mouse serotonin 5-HT2A receptor (HTR2A). P35363. CHO-K1 mHTR2A beta-arrestin complementation, luminescence; percent of 30 µM serotonin response. activation, % at 7.6 µM. 0.66% of 360,000 active;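 active = activation above a run cutoff, the mean activation of all tested compounds plus 3 SD, cut at about 14% in these data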;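 also: 0% = plate median of compound wells and 100% = 30 µM serotonin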
# ABCB6 inh MLPCN = human ABCB6 transporter inhibition | K562-ABCB6 porphyrin accumulation, flow cytometry, 1 h; hits give low values | fluorescence ratio to DMSO, % at 10 µM | 0.19% of 360,000 active;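 active = fluorescence ratio to DMSO below 75%, the collection mean minus 3 SD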;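 also: signal is porphyrin accumulated inside mitochondria; 100% equals median channel fluorescence of DMSO control wells; lower ratio means ABCB6 inhibition with less porphyrin fluorescence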
# CaV13 FRET inh = Primary screen for inhibitors of IQ motif and Ca2+-dependent inactivation inhibitor domain binding in CACNA1D, Förster resonance energy transfer in living cells, …; HEK cells, CFP/YFP FRET ICDI-IQ, plate reader, 10 min; percent FRET-ratio fall versus neutral wells; inhibition, % at 12.3 µM; 0.098% of 340,000 active; AID 743397;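 active = mean replicate inhibition of at least 30% and at least 1% of replicates passing that level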;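 also: 0% = median of the neutral control wells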
# Glyco luc inh = N-linked glycosylation inhibition. D54 ERlucT glycosylation luciferase reporter, 24 h; percent of 100 nM tunicamycin response. reporter increase, % at 12.5 µM. 0.23% of 360,000 active. AID 588692;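 active = mean luciferase reporter signal, scaled so untreated is 0 and the glycosylation-blocking control 100, at or above a set limit in every replicate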;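 also: luciferase carries N-glycosylation sites so blocking glycosylation raises the light; 0% = median of neutral control wells and 100% = median of 100 nM tunicamycin wells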
# Exocytosis inh = lytic granule exocytosis inhibition; TALL-104 LAMP-1 surface exposure, flow cytometry; cells stimulated with thapsigargin and PMA; AID 651702; inhibition, % at 10 µM; 0.66% of 360,000 active;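 active = inhibition above about 55%, limit read from the data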
# The depositor's hits bear a star; i = inactive; / = no result given. Random draw from the library, and some 4.2% of all compounds hit somewhere here.
Compound	PDI inh	Glyco luc inh	ABHD5 PLIN5 PPI	ABCB6 inh MLPCN	CaV13 FRET inh	H9c2 protect	MC4R antag cAMP	MC4R barr agon	m5-HT2A agonist	Exocytosis inh
Cc1ccc(S(=O)(=O)N2CCC(C(=O)Nc3ccccc3N3CCCCC3)CC2)cc1C	-11	-1	-12	96	-6	-7	2	1.5	9	11
COCCNC(=O)C(c1ccc(O)cc1)N(Cc1ccccc1)C(=O)CCC(=O)Nc1ccccn1 (configuration not stated)	2	1	9	100	-3	10	-8	-0.5	-3	-4
O=C(OC(C(=O)NCc1cccs1)c1ccccc1F)c1ccco1 (configuration not stated)	3	1	-5	91	/	0	6	-0.2	1	-3
COC(=O)c1c(C)[nH]c(C(=O)NCc2ccco2)c1C	-1	1	2	101	9	0	19	-1.1	2	-18
CC1=CSC2=NC(=O)/C(=C/c3cccc(OC(=O)c4ccco4)c3)C(=N)N12	-4	1	0	100	-6	-5	1	-1.3	-1	-5
CCn1c(Cc2ccccc2)nnc1SCC(=O)Nc1ccc(N2CCOCC2)c(Cl)c1	6	-3	3	96	0	-3	-2	-2.3	2	0
C=CCOC(=O)COc1ccc2c(C)c(CC)c(=O)oc2c1	-1	0	0	105	-6	15	0	-3.1	3	1
COC(=O)COc1ccc(S(=O)(=O)N2CCN(c3ccccc3F)CC2)cc1	-1	2	-2	98	/	-15	42*	-0.8	2	9
O=c1[nH]c(N2CCCCC2)nc2c1CCCC2	-8	-1	0	97	-5	16	2	5.5	2	0
Cc1occc1C(=O)NCc1ccccc1F	0	2	-6	103	-9	0	8	-2.2	-3	4
COc1cc([N+](=O)[O-])ccc1NC(=O)COC(=O)c1ccc(NC(N)=O)cc1	8	-2	-2	103	-16	-1	8	2.3	6	-1
C[C@@H](NC(=O)Cn1ccc(NC(=O)OCc2ccccc2)nc1=O)c1cccc2ccccc12	-14	2	-4	95	-10	5	2	-1.0	4	-7
Cc1cc(C(=O)N2CCCC(C(=O)c3ccc4ccccc4c3)C2)nn1C (configuration not stated)	15	2	-1	96	-6	-10	-6	-1.0	4	4
CC(=O)c1ccc(N2CCN(C(C)C(=O)NC3CCCc4ccccc43)CC2)cc1 (configuration not stated)	-6	-1	7	89	-5	1	3	0.6	0	0
CCOc1ccc(S(=O)(=O)N(CC)CC(=O)NCc2ccccn2)cc1C	3	3	-7	106	-5	-4	-2	0.6	-5	4
CN(Cc1cc(Cl)cc(Cl)c1)CC(C(=O)c1ccccc1)c1ccccc1 (configuration not stated)	2	-12	7	82	-4	-12	0	-0.3	-4	-2
CN(C)S(=O)(=O)c1ccc(C(=O)Nc2nnc(SCC(=O)N3CCOCC3)s2)cc1	2	1	17	96	-12	-17	7	1.5	10	0
CC(=O)C1=C(C)NC(SCC(=O)c2ccc(Cl)c(Cl)c2)=C(C#N)C1c1ccco1 (configuration not stated)	2	-4	-1	129	-12	16	13	-0.3	-5	6
CCOc1ccc(C(=O)NCC(c2cccs2)N(C)C)cc1OCC (configuration not stated)	1	-3	2	103	-5	-1	-1	-1.9	-2	0
O=C(/C=C/c1cccs1)N1CCC2(CC1)Oc1ccc(F)cc1C(=O)C21CC(c2ccc(Cl)cc2)=NO1 (configuration not stated)	-6	-3	-8	105	-9	6	3	-1.1	-2	-1
CCOc1ccc(S(=O)(=O)/N=C(/Nc2ccc(S(N)(=O)=O)cc2)c2ccccc2)cc1	0	1	1	102	-6	-2	11	-3.1	-8	-5
CCC(CC)C(=O)N1CC(=O)Nc2ccc(F)cc2C1c1ccc(F)cc1 (configuration not stated)	-3	0	0	102	-6	8	0	-1.1	-2	-3
CCS(=O)(=O)N1CCN(c2ncnc3sc(C)c(C)c23)CC1	-4	-1	5	96	-7	5	4	-1.4	-14	1
C=CCc1cc(C)ccc1OCC(O)CN1CCN(c2ccccc2)CC1 (configuration not stated)	14	1	-2	96	-7	-7	6	5.1	-1	2
CCOC(=O)CNC=C(C(=O)OCC)C(=O)OCC	-2	0	1	107	/	7	7	-1.1	2	-3
COc1ccc2nc(/C(C#N)=C\c3ccc(Oc4ccc([N+](=O)[O-])cn4)cc3)[nH]c2c1	-1	8	-2	136	-8	-2	-3	-0.9	0	-3
Cc1[nH]c2ccccc2c1C(O)CN1CCC2(CC1)OCCO2 (configuration not stated)	7	-2	-7	88	-15	0	-2	0.4	0	-6
O=C(O)CN1C(=O)/C(=C\c2ccccc2OCc2ccccc2)SC1=S	0	3	0	89	-5	0	3	0.8	3	-6
COc1cccc(CN(C)C(=O)c2cc(COc3ccc(-n4cncn4)cc3)on2)c1	-10	0	6	99	-14	-10	0	0.9	0	3
CN1CCC(N2CCN(C3CN(Cc4cn(Cc5ccc(C(F)(F)F)cc5)nn4)S(=O)(=O)C3)CC2)CC1 (configuration not stated)	/	/	8	99	-7	/	/	/	2	-8

# Three compounds from above, sorted by count of non-hydrogen atoms, largest number first:
Compound	PDI inh	Glyco luc inh	ABHD5 PLIN5 PPI	ABCB6 inh MLPCN	CaV13 FRET inh	H9c2 protect	MC4R antag cAMP	MC4R barr agon	m5-HT2A agonist	Exocytosis inh
COc1cccc(CN(C)C(=O)c2cc(COc3ccc(-n4cncn4)cc3)on2)c1	-10	0	6	99	-14	-10	0	0.9	0	3
CN(C)S(=O)(=O)c1ccc(C(=O)Nc2nnc(SCC(=O)N3CCOCC3)s2)cc1	2	1	17	96	-12	-17	7	1.5	10	0
Cc1[nH]c2ccccc2c1C(O)CN1CCC2(CC1)OCCO2 (configuration not stated)	7	-2	-7	88	-15	0	-2	0.4	0	-6

# Other records follow:
Compound	PDI inh	Glyco luc inh	ABHD5 PLIN5 PPI	ABCB6 inh MLPCN	CaV13 FRET inh	H9c2 protect	MC4R antag cAMP	MC4R barr agon	m5-HT2A agonist	Exocytosis inh
CN1CCN(C(=O)C(=O)c2cn(CC(=O)N3CCOCC3)c3ccccc23)CC1	1	1	7	94	-11	2	3	-2.9	1	-4
COC(=O)C1CN(C(=O)COc2ccc(Cl)cc2Cl)c2ccccc2O1 (configuration not stated)	-2	0	5	94	-20	-5	8	1.2	4	2
Cc1ccc(C(C)n2cc(C(=O)NCc3ccccn3)nn2)cc1 (configuration not stated)	-6	2	2	98	-4	-5	1	4.0	0	-2
c1ccc2sc(N3CCN(Cc4nnnn4CC4CCCO4)CC3)nc2c1 (configuration not stated)	-4	1	2	96	/	-1	-1	0.2	3	7
CC(=O)Nc1ccc(-c2ccc(NC(C)=O)cc2)cc1	-12	3	-3	103	-5	6	-3	-1.4	0	-9
COc1ccc(OCC(O)CN2C(=O)c3ccccc3C2=O)cc1 (configuration not stated)	-1	0	2	i	-4	12	-2	-2.0	3	0
Cc1nnc(SCc2nc3ccccc3s2)n1N	2	-3	-2	100	-7	-9	-1	-0.3	-1	0
S=C(Nc1cccnc1)N1CCCCC1	5	2	-2	101	-1	-2	3	-0.3	5	7
Nc1nc(=O)n(C2CCCCO2)cc1Br (configuration not stated)	16	2	7	96	-4	3	-3	0.3	-1	-8
COc1ccc(CCNC(=O)CSc2ccc(NC(C)=O)cc2)cc1OC	-5	5	-9	101	-7	9	3	-1.1	4	6
CCc1ccc2nc(N(CCCN(C)C)C(=O)c3ccc(S(=O)(=O)N4CCCC4)cc3)sc2c1	-5	/	19	103	-2	-4	-1	3.0	-6	14
Cc1cccc(C)c1Oc1nc(-c2ccccc2)ncc1S(=O)(=O)c1ccccc1	-7	0	6	100	0	-22	13	2.5	0	-6
Cc1ccc(C(=O)Nc2ccc(F)cc2)o1	5	-3	10	97	-15	-1	-6	0.9	2	-2
COc1ccc(S(=O)(=O)N2CCN(c3ccccc3)CC2)cc1	-4	2	-5	96	-5	2	-3	-0.9	1	-3
Cc1ccnc(SCC(=O)N2CCN(c3ccccc3)CC2)n1	1	0	3	90	-3	7	-5	-1.3	-2	2
CS(=O)(=O)Nc1ccc(C(=O)CC(=O)Nc2ccc([N+](=O)[O-])cc2)cc1	-6	0	15	105	-6	4	-2	1.2	2	-5
CCO[C@H]1OC(C(=O)N2CCN(Cc3ccc4c(c3)OCO4)CC2)=C[C@@H](C2CCCCC2)[C@@H]1CCCO	1	-4	1	96	-10	4	-2	0.5	-5	0
Cc1ccc(NC(=O)CN(C)S(=O)(=O)c2cccc3nsnc23)cc1Cl	-7	-1	0	98	-4	-1	2	-0.7	1	-1
O=C(Nc1cccc(C(=O)N2CCOCC2)c1)c1cncc(Br)c1	4	2	4	92	/	-5	11	0.0	1	8
CCS(=O)(=O)N1CCN(C(=O)CC(C)C)CC1	7	1	2	93	-3	4	2	1.3	9	-1
O=C(N[C@H]1CC[C@H](CCNC(=O)C2CC2)O[C@@H]1CO)c1ccccn1	/	/	-3	/	-17	/	/	/	2	25
CC1=NN(C(C#N)c2ccc(F)cc2)C(C)(C)C1 (configuration not stated)	-1	4	0	303	-4	-2	12	-1.1	1	-2
CC(NC(=O)c1ccnn1C)C1CCCO1 (configuration not stated)	5	3	0	99	-5	-1	-2	-1.1	-3	-5
Cc1ccc(C(=O)c2c[nH]cc2-c2ccccc2)cc1	-1	0	-1	84	-4	-3	7	-1.6	-1	0
CCCC1Nc2ccc(C(=O)O)cc2C2C=CCC12 (configuration not stated)	6	4	9	96	/	0	1	0.4	6	-12
COc1ccc(-c2n[nH]c3c2C(c2ccc(OC)c(OC)c2)N(c2ccccc2)C3=O)cc1 (configuration not stated)	0	0	-4	98	-4	11	-3	-0.7	3	4
CN(C)CCCN(C(=O)COc1ccccc1)c1nc2cc3c(cc2s1)OCO3	-1	-2	5	100	-7	-1	0	-0.8	-4	4
COc1ccccc1NC(=O)NCc1ccccc1F	-5	2	0	101	0	-8	13	-1.8	-6	1
CN(C)c1ccc(NC(=O)Nc2nc(C(N)C3CCCCC3)cs2)cc1 (configuration not stated)	21	-6	-1	97	-2	6	-4	-0.1	-1	30
COc1ccc2nc(NC(=O)CSc3nnc(-c4ccoc4C)n3C)sc2c1	6	1	2	106	/	-27	13	1.6	5	-4
Cc1cc(C(=O)CN2C(=O)NC(C)(c3cccc(Br)c3)C2=O)c(C)n1Cc1ccco1 (configuration not stated)	-10	-5	0	95	-5	-13	10	-1.1	-2	5
CCNC(=O)c1oc2c(c1C)C(=O)CC(C)(C)C2	18	0	-2	95	-3	2	-5	0.1	0	1
COc1ccc(C(=O)NCCCCCC(=O)N/N=C/c2ccco2)cc1OC	9	0	-1	97	-18	9	11	1.3	-2	1
CNC(=O)c1cc2cc(OC)ccc2n1CCN(Cc1ccccc1)Cc1ccccc1	3	-1	-6	87	/	-9	-8	4.1	-4	8
Cc1cc(N2CCOCC2)c(F)cc1C(=O)c1ccccc1	7	-2	2	96	-4	-4	9	-1.5	-4	0
COC(=O)c1cccc(COC(=O)CNC(=O)c2ccco2)c1	2	2	-5	98	-6	2	2	-1.2	1	-1
CC1(C)CC(=O)C=C(c2ccc(COC(=O)c3ccccc3)cc2)C1=O	-2	-4	6	100	-8	-20	6	-0.1	-6	5

# Assay outcomes: PubChem, several laboratories
